# tuberculosis growth – growth inhibition of non-replicating M. tuberculosis (AID 488890); inhibition, % at 25 µM; hits with a dose series show IC50 in µM; 320,000 compounds, 0.39% hits; Mycobacterium tuberculosis non-replicating, growth inhibition; higher % means a stronger effect; in the data active = a potency from the dose series; inconclusive = inhibition mostly from about 82% at the one dose, without a potency; inactive = the rest, 99 in 100 with inhibition below about 76%;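 note: plate controls were DMSO cells for no effect and high antibiotic wells for full effect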
# VEEV TC-83 Vero – inhibitors of VEEV TC-83 cytopathic effect, confirmation, Vero cells (AID 588727); Vero cells, VEEV TC-83 cytopathic effect inhibition; higher % means a stronger effect; one-dose inhibition, % at 20 µM; IC50 in µM for titrated hits; 350,000 compounds, 0.13% hits; in the data active = a potency from the dose series; inconclusive = inhibition mostly from about 14% at the one dose, without a potency; inactive = the rest, 99 in 100 with inhibition below about 12%; note: strong numbers were not always called active
# M. tuberculosis HTS – M. tuberculosis growth inhibition, HTS (AID 449762); 330,000 compounds, 0.59% hits; M. tuberculosis H37Rv growth inhibition, 7H9 media; higher % means a stronger effect; inhibition, % at 25 µM, or IC50 in µM where a hit was titrated; in the data active = a potency from the dose series; inconclusive = inhibition above about 70% without an active follow-up result;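 note: bacterial growth assessed after seven days of incubation; strong numbers were not always called active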
# PhoP GFP inhibition – PhoP regulon inhibitors, Salmonella typhi PhoP promoter GFP reporter, confirmatory (AID 1850); Salmonella Typhi PhoP-promoter GFP reporter, fluorescence, 4 h; higher % means a stronger effect; inhibition, % at 50 µM; hits with a dose series show IC50 in µM; 310,000 compounds, 0.33% hits; in the data active = a potency from the dose series; inconclusive = inhibition mostly from about 25% at the one dose, without a potency; inactive = the rest, 99 in 100 with inhibition below about 19%;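 note: 0% = induced wells with vehicle and 100% = uninduced wells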
# influenza NS1A – NS1A inhibition, H1N1 influenza, cell based functional assay (AID 504329). 340,000 compounds, 0.3% hits. NS1A functional cell-based assay, percent inhibition; higher % means a stronger effect. inhibition, % at 12.5 µM, or IC50 in µM where a hit was titrated; in the data active = a potency from the dose series; inconclusive = inhibition above about 27% without an active follow-up result; note: strong numbers were not always called active
# VEEV TC-83 Vero 10K pilot screen – further read-out of VEEV TC-83 Vero, marked with its call; inhibition, %; measured here: 10K pilot screen inhibition
# An asterisk follows results filed as active; i = inactive; u = inconclusive; x = no result given; & = joins results of further samples.
SMILES,tuberculosis growth,VEEV TC-83 Vero,M. tuberculosis HTS,PhoP GFP inhibition,influenza NS1A,others
CCC(c1nnnn1Cc1ccco1)N(Cc1cc2cc(OC)ccc2[nH]c1=O)C1CCCCC1 (stereo not drawn),33.3%,9.7%,0.0%,-3.0%&-1.2%,1.1%,
Cc1noc(C)c1S(=O)(=O)Nc1ccc(C(=O)NCCc2ccccc2)cc1,-1.6%,0.5%,0.3%,6.2%,3.5%,
O=[N+]([O-])c1cccc(C=Nc2cccc3ccccc23)c1O,55.1%,i,38.1%,-4.1%,-5.2%,
CCCCn1c(=O)c2ccccc2c2ccccc2c1=O,20.8%,1.5%,1.3%,5.9%,2.4%,
Cc1c2c([n+]3n1CCC3)CC(C)(C)CC2=O,-16.9%,i,-7.8%,-15.1%,-4.5%,
COc1ccc(C2OC(=O)CC2C(=O)NCc2ccccc2Cl)cc1OC (stereo not drawn),-12.0%,i,-0.6%,6.0%,-4.5%,
COc1ccc(CCN=Cc2c(C)[nH]n(-c3ccc([N+](=O)[O-])cc3)c2=O)cc1OC,-22.2%,i,-0.4%,-0.1%,-1.5%,
COc1ccc(-c2cn3cccnc3n2)cc1Br,-10.4%,1.4%,4.6%,-6.9%,4.2%,
COc1ccc(C(=O)NCC(=O)N/N=C/c2c(C)[nH]c3ccccc23)cc1OC,-4.9%,0.3%,-12.1%,6.7%,2.5%,
CCCOc1ccc(CNC(=O)C2CCN(c3nn4c(=O)cc(C)nc4s3)CC2)cc1,39.6%,0.5%,1.4%,-0.2%,3.1%,
Cc1c(Br)c([N+](=O)[O-])nn1C(C)C(=O)N1CCc2ccccc2C1 (stereo not drawn),15.4%,5.7%,8.0%,-9.6%,-6.1%,
O=C(COc1cc(=O)n2c(n1)SCCC2)c1ccccc1,23.0%,0.9%,-1.9%,2.1%,4.0%,
COc1ccc(Cc2nc3c([nH]2)c(=O)n(C)c(=O)n3C)cc1OC,x,i,x,x,-15.5%,
CCn1c(CNC(=O)c2ccccc2)nnc1SCC(=O)N1CCN(c2ccccc2)CC1,21.9%,2.9%,-0.2%,4.4%,5.3%,
CCc1ccc(-c2cc(C(=O)NCc3ccccn3)c3ccccc3n2)cc1,50.8%,9.1%,70.0%,1.2%,0.9%,
Cc1ccc(/C=C2\SC(=S)N(NS(=O)(=O)c3ccc(C)cc3)C2=O)cc1,26.5%,2.0%,5.2%,-1.5%,-5.0%,
Cc1ccccc1Cn1cc(NC(=O)c2noc3c2CC(C(C)(C)C)CC3)cn1 (stereo not drawn),x,2.0%,x,-0.7%,3.0%,
COc1ccc(NC(=O)Nc2ccc3c(c2)C(=O)N([C@H](C)CO)C[C@H](C)[C@@H](CN(C)S(=O)(=O)c2ccccc2)O3)cc1,30.9%,0.9%,2.5%,x,6.5%,
CC1CCN(c2nc3ccc(C(=O)N4CCN(Cc5ccc6c(c5)OCO6)CC4)cc3s2)CC1,59.2%,2.1%,32.4%,-6.9%,3.1%,
CCOC(=O)C1CCN(S(=O)(=O)c2ccc(C)c(C)c2)CC1,x,1.8%,-5.4%,9.3%,1.2%,
O=C(NCc1ccc(Cl)cc1)c1ccncc1,73.7%,0.8%,1.9%,-6.3%,-8.9%,
CCOc1ccc(NC(=O)CN(C)C(=O)C2=COCCO2)cc1OCC,-2.7%,0.2%,0.3%,1.8%,4.5%,
Clc1ccc(-c2ccnc(Oc3cc(Cl)ccc3Cl)n2)cc1,-8.0%,0.4%,-2.9%,-6.7%,5.0%,
O=C(CN1C(=O)NC2(CCCCCC2)C1=O)c1ccccc1,3.5%,7.0%,-11.6%,-1.8%,-5.7%,
CSc1ccc2nnc(-c3cccc(F)c3)n2n1,-6.2%,3.3%,6.3%,2.0%,3.5%,
CC1CCC(N2CCNCC2)CC1 (stereo not drawn),-13.2%,0.3%,-0.2%,-7.4%,-6.2%,
C=CCn1c(CNC(=O)c2ccccc2F)nnc1SCC(=O)N1CCOCC1,-0.2%,0.7%,-7.3%,-0.8%,4.5%,
CCCCn1c(=O)c(CCC(=O)OCC(=O)Nc2cccc3ccccc23)nc2ccccc21,16.0%,2.1%,-0.4%,-2.4%,2.3%,
Cc1ccccc1Cn1nc(C)c(NC(=O)c2noc3c2CCc2ccccc2-3)c1C,x,6.3%,4.7%,0.7%,1.0%,
CC(C)c1nc(-c2ccccc2)c(-c2ccccc2)[nH]1,13.2%,0.4%,6.5%,-6.8%,-0.2%,
CN1C2CCC1/C(=C/c1ccccn1)C(=O)/C2=C\c1ccccn1,i,12.5%,16.4µM*,-12.4%,15.7%,
CC(=O)N1CCN(C(=S)c2ccc(Cl)cc2)CC1,8.8%,0.9%,1.2%,-6.8%,-7.5%,
COC(=O)c1sccc1NS(=O)(=O)c1ccc(F)cc1F,15.5%,0.1%,-1.9%,8.8%,-16.5%,
O=C(NC(=S)Nc1ccccc1Cl)c1ccco1,36.4%,i,11.2%,-20.1%,4.2%,
O=C(NCc1ccco1)c1noc2c1CCCCC2,72.4%,1.6%,-5.8%,4.3%,20.5%,
CN(CCC#N)C(=O)COC(=O)c1cccnc1Nc1ccccc1F,-13.6%,i,-5.9%,-4.7%,0.5%,

# Molecules above containing a furan ring, fused or not:
SMILES,tuberculosis growth,VEEV TC-83 Vero,M. tuberculosis HTS,PhoP GFP inhibition,influenza NS1A,others
CCC(c1nnnn1Cc1ccco1)N(Cc1cc2cc(OC)ccc2[nH]c1=O)C1CCCCC1 (stereo not drawn),33.3%,9.7%,0.0%,-3.0%&-1.2%,1.1%,
O=C(NC(=S)Nc1ccccc1Cl)c1ccco1,36.4%,i,11.2%,-20.1%,4.2%,
O=C(NCc1ccco1)c1noc2c1CCCCC2,72.4%,1.6%,-5.8%,4.3%,20.5%,

# Additional compounds.
SMILES,tuberculosis growth,VEEV TC-83 Vero,M. tuberculosis HTS,PhoP GFP inhibition,influenza NS1A,others
CC(C)[C@H](NC(=O)N1CCn2c1nc1ccccc12)C(=O)NCc1ccc2c(c1)OCO2,17.9%,3.6%,4.2%,8.1%,-2.5%,
Cc1c(-c2cccc(NC(=O)c3ccco3)c2)nc2ncccn12,-9.4%,6.8%,-5.2%,12.3%,7.3%,
CC(OC(=O)c1ccc(Cl)c(S(N)(=O)=O)c1)C(=O)NCc1ccc2c(c1)OCO2 (stereo not drawn),-6.5%,2.6%,-9.8%,0.6%,9.5%,
O=C(c1ccc(Br)s1)N1CCc2ccccc2C1,u,5.3%,-7.9%,-4.7%,-14.1%,
O=C(O)CCc1ccc(-c2ccccc2)n1-c1ccc(C(=O)O)cc1,-1.0%,82.3%,6.4%,-4.1%,0.6%,
Cc1onc(-c2ccccc2)c1C(=O)N(Cc1ccccc1)C(C)C,1.9%,i,0.8%,6.2%,16.5%,
O=C(NC1CCSc2ccccc21)c1ccc(F)c(S(=O)(=O)N2CCOCC2)c1 (stereo not drawn),6.1%,7.2%,-5.1%,12.4%,-10.0%,
Cc1cc(C)cc(NC(=O)c2cc(S(=O)(=O)N3CCCC3)cn2C)c1,-32.4%,0.5%,-3.2%,8.9%,-1.3%,VEEV TC-83 Vero 10K pilot screen=0.9
CCC(c1nnnn1C1CCCCC1)N(Cc1ccco1)Cc1cc2ccc(OC)cc2[nH]c1=O (stereo not drawn),x,u,x,x,4.2%,
CC(C)CC(NC(=O)CCl)c1ccccc1 (stereo not drawn),u,i,u,2.2%,-5.3%,
CCOCCOC(=O)C1=C(C)Nc2ccc(C)cc2S1,24.5%,3.2%,-2.8%,-2.8%,-20.9%,
O=C(O)[C@H]1C[C@@H]1[C@H](NP(=O)(c1ccccc1)c1ccccc1)c1ccccc1,-5.8%,1.0%,2.5%,-1.9%,-1.8%,
Cc1ccc(CNC(=O)C2CC(c3cc(C(F)(F)F)cc(C(F)(F)F)c3)=NO2)o1 (stereo not drawn),1.0%,10.2%,-8.3%,-12.0%,1.3%,
COc1ccccc1NC(=S)NN1CCN(C)CC1,-14.3%,1.0%,-0.2%,6.3%,-7.1%,
COc1ccccc1NS(=O)(=O)c1cccc(C(=O)N2CCN(C/C=C/c3ccccc3)CC2)c1,7.7%,7.6%,7.8%,6.2%,-1.7%,
CCOC(=O)CN1C(c2ccccc2O)Nc2ccc(Br)cc2C1c1ccccc1 (stereo not drawn),16.1%,5.7%,-1.5%,5.4%,-0.6%,
O=C(Nc1nncs1)C1CC(=O)N(C2CCCC2)C1 (stereo not drawn),-7.9%,1.9%,-3.1%,-4.1%,-9.3%,
O=C(O)CC1S/C(=N\N=C2CCCCCCC2)N(c2ccccc2)C1=O (stereo not drawn),-10.2%,5.0%,-4.4%,-0.1%,-4.7%,
COc1ccc(Cl)cc1NC(=O)N1CCC(C)CC1,79.8%,0.9%,6.2%,0.5%,-3.8%,
N/C(CC(=O)Nc1cccc(C(F)(F)F)c1)=N/O,-10.2%,4.9%,-6.8%,0.6%,7.1%,
Cc1ccc2c(c1)N(CCC(=O)NC1CCCCC1C)C(=O)CO2 (stereo not drawn),-11.3%,i,4.2%,6.2%,-2.9%,
CCOc1ccccc1Nc1nc(N)nc(CN(C)C2CCCCC2)n1,51.7%,2.9%,60.5%,8.2%,4.3%,
COc1ccc(CCNCc2ccncc2)cc1OC,-2.4%,2.0%,15.0%,5.7%,-1.2%,
CCc1nc(NCCCn2ccnc2)c2oc3ccccc3c2n1,5.0%,4.5%,-6.1%,-6.7%,-11.2%,

# Four entries picked at random from the list so far, as already listed:
SMILES,tuberculosis growth,VEEV TC-83 Vero,M. tuberculosis HTS,PhoP GFP inhibition,influenza NS1A,others
O=C(O)CC1S/C(=N\N=C2CCCCCCC2)N(c2ccccc2)C1=O (stereo not drawn),-10.2%,5.0%,-4.4%,-0.1%,-4.7%,
CCn1c(CNC(=O)c2ccccc2)nnc1SCC(=O)N1CCN(c2ccccc2)CC1,21.9%,2.9%,-0.2%,4.4%,5.3%,
CC(C)[C@H](NC(=O)N1CCn2c1nc1ccccc12)C(=O)NCc1ccc2c(c1)OCO2,17.9%,3.6%,4.2%,8.1%,-2.5%,
Cc1noc(C)c1S(=O)(=O)Nc1ccc(C(=O)NCCc2ccccc2)cc1,-1.6%,0.5%,0.3%,6.2%,3.5%,

# (cont.)
SMILES,tuberculosis growth,VEEV TC-83 Vero,M. tuberculosis HTS,PhoP GFP inhibition,influenza NS1A,others
CC(C)NC(=S)N1CCN(C/C=C/c2ccccc2)CC1,-0.5%,i,-10.6%,-3.6%,4.8%,
CC(C)(C)c1nc2c(s1)CCc1onc(-c3ccc(Cl)cc3)c1-2,-1.9%,1.0%,0.2%,-3.1%,-1.3%,
CC(C)(C)c1ccccc1NC(=O)c1c(O)c2cccc3c2n(c1=O)CC3,26.3%,x,-0.8%,-17.1%,x,
CCN(CC)S(=O)(=O)c1cccc(C(=O)Nc2nc3cc4c(cc3s2)OCCO4)c1,7.5%,9.4%,-2.2%,1.4%,-2.6%,
CC(C)C[C@H]1COCCS(=O)(=O)N1Cc1cccc(C(F)(F)F)c1,13.6%,0.1%,-0.3%,8.3%,-20.0%,
O=c1c2cc(NC(=S)NCCCN3CCC(Cc4ccccc4)CC3)ccc2nc2n1CCCCC2,76.1%,i,63.3%,14.7%,8.8%,
Cc1cc(C)c(S(=O)(=O)N(C)CC(=O)NCCN2CCOCC2)c(C)c1,1.4%,0.2%,6.5%,-11.2%,-6.9%,
S=c1[nH]nc(CCc2nc3ccccc3[nH]2)n1-c1cccc(Cl)c1,-14.2%,0.3%,0.1%,9.5%,-6.4%,
C[C@H](CO)N1C[C@H](C)[C@@H](CN(C)Cc2ccncc2)Oc2ccc(NC(=O)CCCCCC(=O)Nc3ccccc3N)cc2C1=O,16.1%,1.2%,9.6%,x,10.9%,
COc1ccc(C)cc1S(=O)(=O)N(CC(=O)NCc1ccc(Cl)cc1)Cc1ccccc1,6.2%,i,1.8%,-0.4%,0.5%,
O=C(COc1ccc2c3c(c(=O)oc2c1)CCC3)N[C@@H](CSCc1ccccc1)C(=O)O,-3.6%,1.1%,-9.0%,11.7%,-4.9%,
O=C(CNC(=O)c1ccc(Cl)cc1)OCc1nc2ccccc2s1,16.7%,1.2%,1.6%,-5.0%,-6.6%,
Cc1cc(OCC(=O)OC(C)(C)C)c2c3c(c(=O)oc2c1)CCC3,-2.2%,i,1.1%,-0.1%,-6.2%,
CCN(CC)c1ccc(/C=N/N=C(N)N)c(O)c1,72.1%,3.3%,4.2%,8.6%,27.1%,
COC(=O)C1C(=O)C2=C(CC1C)Nc1ccccc1NC2c1ccc(C)s1 (stereo not drawn),18.6%,1.1%,-1.9%,26.8%,0.4%,
O=C(c1ccccc1[N+](=O)[O-])N1CC2C3C=CC(C3)C2C1 (stereo not drawn),2.8%,4.5%,-3.0%,-2.8%,-10.6%,
O=C(NNC(=O)C12CC3CC(CC(Cl)(C3)C1)C2)c1csc(N2CCOCC2)n1,9.7%,0.7%,-11.3%,2.5%,16.7%,

# Bioassay records (PubChem)
